# S3 lipid droplet – qHTS Assay for Lipid Storage Modulators in Drosophila S3 Cells; Drosophila S3 cells, BODIPY lipid droplet fluorescence, 18-24 h; cells fed with added oleic acid; lipid storage change, negative = inhibition, % at the top dose, mostly 46.1 µM; hits show Potency in µM; actives 0.64% (n = 320,000); active = well fitted inhibition curve with a large enough effect in the signal ratio, with a control signal flat, not every such curve was filed as active; inconclusive = small, poorly fitted or top-dose-only effect, or effect the other way, or a change in a side signal; the % refers to the signal ratio
#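 Laser-scanning cytometry quantifies lipid droplet accumulation (500–530 nm total intensity; droplet/cell object ratio) in oleic acid-fed (400 uM added) Drosophila S3 cells treated with a concentration series. 20 uM Triacsin C defined 100% inhibition.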
# S3 lipid droplet cell count max – further read-out of S3 lipid droplet, marked with its call; cell number change, %; measured here: cell count max response;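 cells counted by Cell Tracker Red CMTPX staining in the red channel; peak over a dose series mostly up to 46.1 µM; percent activity relative to internal control wells on each plate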
# An asterisk follows results filed as active; i = inactive; ? = inconclusive; . = no result given; & = joins results of further samples; [ ] = another dose, or the depositor's remark. % is scaled to controls: 0 for no effect and ±100 for the full control effect; potency is read from the fitted curve at half-maximal effect.
# Values run as follows: S3 lipid droplet, S3 lipid droplet cell count max
- Nc1c(S(=O)(=O)c2cccc(Cl)c2)c2nc3ccccc3nc2n1CCN1CCOCC1
 : ?, .
- O=C(NC(=S)Nc1ccc(Cc2ccncc2)cc1)c1ccccc1Cl
 : 1%, -9
- C[C@@H](CN1CCC(Cc2ccccc2)CC1)[C@@H](O)c1ccc(O)cc1
 : -1%, -4
- CCCCn1c(NC(=S)Nc2ccccc2)nc2ccccc21
 : -17%, 5
- COC(=O)C1=C(N)Oc2cc(C)n(CC3CCCO3)c(=O)c2C1c1ccccc1 (configuration not stated)
 : 5%, 6
- CS(=O)(=O)c1ccc(C(=O)N2CCN(Cc3ccccc3)CC2)cc1
 : ?, .
- O=C(N/N=C/c1cccc([N+](=O)[O-])c1)c1cccc2cc[nH]c12
 : ?, .
- CCCOP(=O)(c1ccc(N(C)C)cc1)C(O)c1cccnc1 (configuration not stated)
 : ?, .
- Cc1ccc(CNC(=O)CCC(=O)Nc2nnc(C(C)C)s2)cc1
 : ?, .
- Cc1onc(-c2c(F)cccc2Cl)c1C(=O)N1CCN(c2ncc(Br)cn2)CC1
 : 3%, 8
- COc1ccc(NC(=O)Nc2ccc(N(C)C)cc2)cc1
 : ?, .
- O=C1CN(C(=O)c2ccc(Br)o2)C(c2ccccc2)c2cc(F)ccc2N1 (configuration not stated)
 : ?, .
- COc1ccc(Cl)cc1C(=O)NNC(=O)c1nc2nc(C)cc(C)n2n1
 : -18%, -4
- COc1cccc(-c2cc(C(=O)N3CCN(C(=O)c4ccco4)CC3)on2)c1
 : ?, .
- COc1ccc(/C=C2\Sc3ccc(C(=O)NCCN4CCCCCC4)cc3N(C)C2=O)cc1
 : ?, .
- O=C(O)C1CCC(=O)N1C1CCCC1 (configuration not stated)
 : 18%, 17
- CCOc1ccccc1CN1CCCC(C(=O)c2ccc(OC)c(OC)c2)C1 (configuration not stated)
 : ?, .
- O=C(CC1C(=O)NCCN1CC1CCCCC1)NCc1ccc(Cl)cc1 (configuration not stated)
 : 10%, 17
- CC(C)CC(=O)N1CCN(S(=O)(=O)c2ccccc2)CC1
 : ?, .
- CN1CCN(C(=O)CN(C)S(=O)(=O)c2ccc(F)cc2)CC1
 : ?, .

# Part of the list above, field by field.
Molecule: CS(=O)(=O)c1ccc(C(=O)N2CCN(Cc3ccccc3)CC2)cc1
  S3 lipid droplet: ?; S3 lipid droplet cell count max: .

Molecule: O=C(N/N=C/c1cccc([N+](=O)[O-])c1)c1cccc2cc[nH]c12
  S3 lipid droplet: ?; S3 lipid droplet cell count max: .

Molecule: CCCOP(=O)(c1ccc(N(C)C)cc1)C(O)c1cccnc1 (configuration not stated)
  S3 lipid droplet: ?; S3 lipid droplet cell count max: .

Molecule: Cc1ccc(CNC(=O)CCC(=O)Nc2nnc(C(C)C)s2)cc1
  S3 lipid droplet: ?; S3 lipid droplet cell count max: .

# More entries.
# Values run as follows: S3 lipid droplet, S3 lipid droplet cell count max
- Cc1ccc(NC(=O)Cc2nnc(SCC(=O)Nc3ccccc3)n2C)cc1
 : ?, .
- COc1ccc(-c2ncncc2-c2ccc(Cl)cc2)c(O)c1
 : 14%, 10
- CSc1nc(N)c(C#N)c(-c2ccccc2Cl)c1C#N
 : i, -3
- Cc1ccc(N(CCC(=O)Nc2nnc(C3CC3)s2)S(=O)(=O)c2ccccc2)cc1
 : 1%, 0
- CCOC(=O)Cc1c(C)nc2c(-c3ccc(Cl)cc3)c[nH]n2c1=O
 : i, -6
- COc1ccc(OC)c(NC(=O)CSc2ncccn2)c1
 : i, .
- NC(=O)NC(=O)CC1S/C(=N/N=C/c2ccccc2)NC1=O (configuration not stated)
 : ?, .
- Cc1ccc2oc3c(c(=O)c2c1)C(c1cccs1)N(CCCN(C)C)C3=O (configuration not stated)
 : i, .
- CN(Cc1ccccc1)C(=O)c1ccc(NC(=O)Cc2cccc(NC(=O)C3CCN(C(=O)C4CCCC4)CC3)c2)cc1
 : ?, .
- CCOc1ccc(NC(=O)CN(C)C(=O)c2cc(C)oc2C)cc1OCC
 : ?, .
- CN(Cc1ccccc1Cl)C(=O)c1cc2ccccc2o1
 : i, -25
- COCCOC(=O)C1=C(C)Nc2ncnn2C1c1ccc(F)cc1 (configuration not stated)
 : i, .
- Cc1ccccc1NC1=C(Cl)C(=O)OC1OC(=O)c1ccco1 (configuration not stated)
 : ?, .
- CC1SC(c2ccccc2Cl)NC1=O (configuration not stated)
 : ?, .
- COC(=O)CC(NC(=S)NC(=O)c1ccccc1)c1ccc(Br)cc1 (configuration not stated)
 : 1%, -11
- Cc1ccc(NC(=S)N=Nc2c(O)n(C)c3ccc(S(=O)(=O)N4CCOCC4)cc23)cc1C
 : 23%, 14
- [N-]=[N+]=N[C@@H](CCN1CC[C@H](O)CCC1=O)c1ccccc1
 : i, 1
- CCN=C1SC(CC(=O)Nc2sc3c(c2C#N)CCCC3)C(=O)N1CC (configuration not stated)
 : 19%, -23
- Cn1cnc2ccc([N+](=O)[O-])cc2c1=O
 : 2%, 7
- CCOC(=O)C1CCN(C(=O)c2sc3ncnc(N4CCC(C)CC4)c3c2C)CC1
 : -5%, -25

# Entries from the list above with fluorine:
# Values run as follows: S3 lipid droplet, S3 lipid droplet cell count max
- Cc1onc(-c2c(F)cccc2Cl)c1C(=O)N1CCN(c2ncc(Br)cn2)CC1
 : 3%, 8
- O=C1CN(C(=O)c2ccc(Br)o2)C(c2ccccc2)c2cc(F)ccc2N1 (configuration not stated)
 : ?, .
- CN1CCN(C(=O)CN(C)S(=O)(=O)c2ccc(F)cc2)CC1
 : ?, .
- COCCOC(=O)C1=C(C)Nc2ncnn2C1c1ccc(F)cc1 (configuration not stated)
 : i, .

# New compounds follow:
# Values run as follows: S3 lipid droplet, S3 lipid droplet cell count max
- Cc1c(C)n(CCC#N)c2ccc(Cl)cc12
 : 12%, 24
- CCOc1cc(C(=O)OCC(=O)Nc2ccc(F)cc2Cl)ccc1OCC(=O)N1CCOCC1
 : ?, .
- CC(C)C(c1nnnn1C1CCCCC1)N1CCCc2ccccc21 (configuration not stated)
 : ?, .
- Cc1ccc(OCCCC(=O)Nc2ccc(Br)cc2)cc1
 : ?, .
- S=c1[nH]c2ccccc2o1
 : ?, .
- CCCn1c(SCC(=O)NNC(=O)c2ccc(C)cc2)nnc1C(C)C
 : ?, .
- Cn1ccnc1Sc1nnnn1-c1ccccc1
 : ?, .
- O=C(CN1CCc2cc3c(cc2C1)OCCCO3)Nc1ccc(F)cc1
 : i, -15
- O=C(Nc1nc(-c2ccc(-c3ccccc3)cc2)cs1)c1cc([N+](=O)[O-])ccc1N1CCOCC1
 : 14%, 2
- CCCCC(=O)NC(N1CCCCC1)C(Cl)(Cl)Cl (configuration not stated)
 : -13%, 6
- C#CCn1c(S(=O)(=O)Cc2ccc(F)cc2)nc(-c2ccccc2)c1-c1ccccc1
 : i, .
- Cc1ccc(C(=O)NCC(=O)Nc2ccc3c(c2)OCCO3)cc1
 : i, -11
- O=C(CN1C(=O)NC2(CCCCC2)C1=O)NCc1cccs1
 : ?, .
- CC1(C)CC(=O)C2=C(C1)N(c1ccccc1)C(N)=C(C#N)C2c1cccnc1 (configuration not stated)
 : ?, .
- Cc1ccc(C2=NN3C(C2)c2ccccc2OC32C(=O)Nc3ccccc32)cc1 (configuration not stated)
 : ?, .
- O=C1CCCCCC1C1(O)C(=O)Nc2ccccc21 (configuration not stated)
 : ?, .
- CCCCOC(=O)C1=C(C)Nc2ncnn2C1c1ccc(OC)c(OC)c1OC (configuration not stated)
 : 2%, -5
- O=C(CNc1ccccc1C(=O)O)c1ccccc1
 : ?, .
- CCOc1cccc2c1OC1(C)CC2NC(=O)N1Cc1ccccc1 (configuration not stated)
 : 0%, 3
- CS(=O)(=O)N(CC(=O)Nc1cccc(F)c1)c1cccc([N+](=O)[O-])c1
 : -5%, -16

smiles,S3 lipid droplet,S3 lipid droplet cell count max
c1ccc(Cn2ccc(-c3cnc(-c4ccccc4)s3)n2)cc1,?,.
CC(C)N(C(=O)COc1ccc(Br)cc1Cl)C(C)C,8%,-21
COc1ccccc1CNC(=O)CN(CCc1ccccc1)S(C)(=O)=O,-6%,-2
CCOc1ccc(CC(=O)Nc2cc(=O)n(C)c(=O)n2C)cc1,6%,-2
C=CCn1c(SCC(=O)Nc2cccc3ccccc23)nc(O)c(CC)c1=O,?,.
CCCCCCCC(=O)N/N=C(/C)c1c(O)cc(C)oc1=O,?,.
COC(=O)[C@@]12CCCCN1[C@H](c1ccc(-c3cc(C(C)=O)cs3)c(OC)c1)[C@H]1C(=O)N(C)C(=O)[C@H]12,?,.
CCc1nnc(NC(=O)c2cccc(S(=O)(=O)N(C)c3ccc(OC)cc3)c2)s1,?,.
CCOC(=O)CCNC(=O)CCc1nnc(CCCc2ccccc2)o1,i,7
O=C1c2ccccc2C(=O)N1Cc1nc(-c2ccncc2)no1,22%,-11
COCCNC(=O)[C@@H]1CCCN1C(=O)C1CCN(S(=O)(=O)c2ccc(C)cc2)CC1,?,.
CSc1ccccc1NC(=O)c1cc(S(=O)(=O)N(C)C)ccc1N1CCCC1,-20%,1
CC(C)CCNC(=O)NC(=O)COC(=O)/C=C/c1cnc2ccccc2n1,?,.
CC(=O)Nc1ccc2c(c1)C(=O)N(c1cccc3ccccc13)C2=O,13%,-5
COc1cc([N+](=O)[O-])ccc1NC(=O)CSc1nncn1-c1cccnc1,?,.
CCN(CC)C(=O)C1CCCN(c2ccc([N+](=O)[O-])cc2/C=N/NC(=O)c2cccc(O)c2)C1 (configuration not stated),?,.
O=C(NCc1ccccc1)C12CC3CC(CC(Cl)(C3)C1)C2,?,.
CC(=O)Nc1ccc2c(c1)nc1n2CCOC1,?,.
CC1(C)CC(=O)C=C(NNC(=O)c2ccccc2)C1,7%,.
Cc1nc2ccc(C(=O)NCc3ccc4c(c3)OCO4)cc2s1,8%,-3

smiles,S3 lipid droplet,S3 lipid droplet cell count max
O=C(NCc1cccnc1)C1CCN(S(=O)(=O)N2CCC3(CC2)OCCO3)CC1,?,.
COc1ccc(-n2c(SC3CCOC3=O)nc3ccccc3c2=O)cc1Cl (configuration not stated),?,.
COc1ccc(Nc2ccc3nnc(-c4ccc(Br)cc4)n3n2)cc1,14%,10
CCCCCCOc1ccc(-c2ccc(C#N)cn2)cc1,i,.
Cc1cccc(C(=O)Nc2ccc(NC(=O)Cc3ccc(Cl)cc3)cc2)c1,6%,-2
CC1CCCN(c2ccc(C(=O)OCC(=O)N3c4ccccc4Sc4ccccc43)cc2[N+](=O)[O-])C1 (configuration not stated),?,.
c1ccc(N2CCN(c3nc(-c4cccs4)nc4ccccc34)CC2)cc1,?,.
CCNc1nc(Cl)nc(N(NC(C)=O)C(C)CC)n1 (configuration not stated),?,.
OC(CC1CC12c1ccccc1-c1ncccc12)(c1ccccc1)c1ccccc1 (configuration not stated),?,.
N#C/C(=N\Nc1cccc(C(F)(F)F)c1)C(=O)c1ccsc1,?,.
NC(=O)NCCCC(=O)NCC(c1ccccc1Cl)c1c[nH]c2ccccc12 (configuration not stated),-8%,-5
CCOc1cc(CNc2ncnc3nc[nH]c23)ccc1OC,?,.
C=CCn1c(N)c(C(=O)Nc2ccccc2OC)sc1=S,-11%,-3
CC(C)(C)c1ccc(C(=O)COC(=O)CN2C(=O)NC3(CCCC3)C2=O)cc1,-27%,16
Cc1nn(CCC(=O)O)c(C)c1C,?,.
COc1ccc(S(=O)(=O)N2CCCCCC2)cc1C(=O)OCC(=O)NC(C)(C)C,?,.
CCN(Cc1ccccc1)C(=O)CC1Oc2ccccc2NC1=O (configuration not stated),-26%,-18
COc1cccc(NC(=O)CSc2nnc(-c3cc(C)n(-c4ccccc4)c3C)o2)c1,-21%,2
O=C(N1CCCCC1)C1(S(=O)(=O)c2ccccc2)CC=CC1,?,.
CN(C)S(=O)(=O)c1cccc(NC(=O)c2cccc(S(=O)(=O)N3CCCCC3)c2)c1,?,.

smiles,S3 lipid droplet,S3 lipid droplet cell count max
O=C1c2cccc3cccc(c23)C(=O)N1c1cccnc1,-4%,-11
Cc1ccc(S(=O)(=O)N2CCCC2C(=O)N(C)Cc2cccs2)cc1 (configuration not stated),?,.
CCS(=O)(=O)c1ccc(-c2cccc(NC(=O)c3ccco3)c2)nn1,-16%[0.0737 µM],.
CCn1cc(SCC(=O)NCC2CCCO2)c2ccccc21 (configuration not stated),-6%,-12
COCC(=O)N1CCCC(C(=O)c2ccc3c4c(cccc24)CC3)C1 (configuration not stated),18%,6
Cc1cc(C)nc(NC(=O)/C=C/c2ccc3c(c2)OCO3)c1,?,.
O=C(NCCCN1CCOCC1)C1CCN(S(=O)(=O)c2ccccc2)CC1,?,.
O=C(CSC1CS(=O)(=O)c2cc([N+](=O)[O-])ccc21)NNC(=O)c1ccc(Cl)cc1 (configuration not stated),?,.
COc1ccc(CNC(=O)CN(Cc2ccc(C)cc2)S(=O)(=O)c2ccc(Cl)cc2)cc1,?,.
CCOC(=O)Cn1cnc2c(nnn2-c2ccc(C)cc2)c1=O,?,.
COC(=O)c1ccc(Oc2nc(C(N)=O)cc(-c3ccccc3)n2)cc1,?,.
COc1ccc(-c2nnc(CSc3ncnc4sc5c(c34)CCC5)o2)cc1OC,i,-18
Cc1ccc2nc(C)c3c(c2c1)SCC3,?,.
CC(NC(=O)COC(=O)CSc1ccc(F)cc1)c1ccc(F)cc1 (configuration not stated),?,.
Cn1cc(S(=O)(=O)Nc2cccc3ccccc23)c(=O)n(C)c1=O,1%,12
CCN(CC)N=Nc1ccc(S(=O)(=O)Nc2nc(C)cc(C)n2)cc1,-1%&-39%,0&-16
O=C(CN1CCCc2ccccc21)Nc1cccc(S(=O)(=O)N2CCOCC2)c1,24%[0.0737 µM],3
O=C1OC(c2cccs2)=N/C1=C\c1ccc(-c2ccccc2Cl)o1,?,.

# Bioassay records (PubChem BioAssay)

# An excerpt; the hit share may differ from the screen's.
